# From PubChem
# Runt-SMMHC FRET: Runt domain-CBFb-SMMHC interaction inhibition; hit rate 0.74% among 220,000; inhibition, % at 20 µM; Q01196+Q13951; Cerulean-Runt/Venus-CBFb-SMMHC FRET ratio 530/480, 1 h; AID 1434;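 active = mean inhibition across duplicate retests at 20 µM reaching about 50%, limit read from the data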;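 note: 0% = DMSO wells and 100% = wells with excess untagged CBFb-SMMHC; inhibitors lower the FRET ratio by blocking Runt binding to CBFb-SMMHC; some results filed as inactive read as strong as hits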
# TNF necrop inh: TNF-alpha cell death inhibition in Jurkat FADD-/- cells | activation (protection from cell death), % at 10 µM | Jurkat FADD-/- TNF necroptosis rescue, ATP luminescence, 24 h; 0 = TNF only, 100 = no-TNF cells | AID 463075 | hit rate 0.068% among 220,000;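 active = activation, meaning protection from cell death, of at least 50% relative to plate controls; inactive = activation below 50%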;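 note: necroptosis triggered by 40 ng/mL TNF-alpha added together with compound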
# PERK inhibitor: inhibitors of human PERK kinase; AID 1416; CHO PERK-DD fusion, SEAP luminescence translation reporter; hit rate 0.17% among 220,000; Q9NZJ5; inhibition, % at 5.6 µM;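 active = inhibition above the mean inhibition of all tested compounds plus 3 SD, set separately per screening campaign, cut at about 2.9% in these data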;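 note: PERK kinase domain activated by AP20187 dimerizer at 100 nM; 0% = DMSO with dimerizer and 100% = rapamycin at 8.4 µM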
# Target sequence (Q9NZJ5 whole entry, looked up, the tested form may be a part): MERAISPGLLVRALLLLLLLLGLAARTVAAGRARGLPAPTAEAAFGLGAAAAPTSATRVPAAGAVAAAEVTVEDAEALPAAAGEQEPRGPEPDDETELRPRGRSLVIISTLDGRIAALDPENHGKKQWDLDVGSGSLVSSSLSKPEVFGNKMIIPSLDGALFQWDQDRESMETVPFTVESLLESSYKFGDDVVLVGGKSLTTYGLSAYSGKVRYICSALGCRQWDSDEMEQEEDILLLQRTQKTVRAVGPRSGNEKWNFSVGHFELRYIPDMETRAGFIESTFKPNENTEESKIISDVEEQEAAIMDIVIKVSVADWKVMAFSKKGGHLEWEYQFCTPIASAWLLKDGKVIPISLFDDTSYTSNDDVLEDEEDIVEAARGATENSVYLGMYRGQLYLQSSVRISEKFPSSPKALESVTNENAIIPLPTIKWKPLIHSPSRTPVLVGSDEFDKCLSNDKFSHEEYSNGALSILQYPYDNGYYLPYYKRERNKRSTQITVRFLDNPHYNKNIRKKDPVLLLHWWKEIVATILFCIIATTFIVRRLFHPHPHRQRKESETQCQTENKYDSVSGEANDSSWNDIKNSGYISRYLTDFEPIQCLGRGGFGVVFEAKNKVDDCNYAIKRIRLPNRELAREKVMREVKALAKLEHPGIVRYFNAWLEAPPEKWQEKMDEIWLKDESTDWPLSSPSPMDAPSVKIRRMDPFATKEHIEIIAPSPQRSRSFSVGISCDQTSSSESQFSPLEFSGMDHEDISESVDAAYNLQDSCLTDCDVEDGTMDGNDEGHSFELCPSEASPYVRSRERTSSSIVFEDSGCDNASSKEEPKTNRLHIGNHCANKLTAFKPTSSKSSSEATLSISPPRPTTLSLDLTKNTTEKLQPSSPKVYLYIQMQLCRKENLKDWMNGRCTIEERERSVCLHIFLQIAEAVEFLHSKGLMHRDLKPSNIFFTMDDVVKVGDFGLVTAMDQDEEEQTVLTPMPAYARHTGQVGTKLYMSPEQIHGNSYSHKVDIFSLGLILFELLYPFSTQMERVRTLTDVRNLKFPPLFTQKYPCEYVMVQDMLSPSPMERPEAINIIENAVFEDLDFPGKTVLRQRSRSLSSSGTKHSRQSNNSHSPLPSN
# Runt-CBFb FRET: blocks binding of human RUNX1 Runt domain to CBFb; Q01196+Q13951; inhibition, % at 20 µM; Cerulean-Runt/Venus-CBFb FRET ratio 530/480, 1 h; hit rate 0.46% among 220,000;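 active = inhibition over about 50% at 20 µM in the single-dose screen, limit read from the data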;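 note: 0% = DMSO wells and 100% = excess unlabeled CBFb competitor control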
#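 Buffer or medium: Tris pH 7.5 buffer with BSA. Assay system: Cerulean-labeled Runt domain protein. Amount: each fluorescent fusion protein 100 nM. Read-out basis: loss of energy transfer signal. Incubation: 1 h compound exposure, room temperature. Probe or stimulus: Venus-CBFb binding partner, 100 nM. Detection: FRET, excitation 422 nm, emission at 530 and 480 nm.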
# RBBP9 inhibitor: human RBBP9 hydrolase inhibition. O75884. hit rate 0.2% among 220,000. AID 1515. inhibition, % at 7.94 µM. recombinant RBBP9, FP-Rh probe fluorescence polarization;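 active = inhibition above the campaign mean of all tested compounds plus 3 SD, cut at about 14% in these data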;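 note: plate controls were DMSO wells with RBBP9 for no effect and wells lacking RBBP9 protein for full effect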
#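 System: RBBP9 protein | Quantity: 2.5 µM RBBP9 dispensing solution, before mixing | Reagent: FP-Rh probe, 375 nM dispensing solution | Timing: Enzyme-compound preincubation 30 min, then probe labeling 45 min, 25 °C | Measured by: Fluorescence polarization | Read-out: % inhibition | Replication: One well per compound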
# Hck Nef HTS: blocks Nef-activated human Hck kinase. Recombinant Hck-YEEI plus Nef, Z-Lyte FRET kinase assay. hit rate 0.68% among 220,000. inhibition, % at 20 µM. P08631;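 active = Hck-Nef kinase inhibition above about 50%, limit read from the data; inactive = inhibition below that limit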;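 note: 0% = DMSO with Hck plus Nef and 100% = Hck alone without Nef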
# EP2 antag: EP2 receptor (human) inhibition. hit rate 0.52% among 260,000. inhibition, % at 25 µM. AID 1422. C6 glioma cells expressing human EP2, cAMP TR-FRET; cells stimulated with saturating PGE2. P43116;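 active = percent inhibition above 40 after rounding to a whole number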;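 note: rat C6 glioma host cells with rolipram phosphodiesterase inhibitor present; the protocol text gives 20 µM as final concentration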
# EP2 modulator: modulators of human EP2 prostaglandin E2 receptor; hit rate 0.83% among 260,000; EP2-expressing cells, cAMP HTRF FRET, PGE2 co-stimulation; P43116; induction, % at 25 µM; AID 940;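 active = compounds whose cAMP rise, as percent of the full-agonist control response, exceeds 60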;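 note: rat C6 glioma line stably carrying human EP2 under a CMV promoter; the protocol text gives 20 µM as final concentration; 100% = response of wells given 1 µM PGE2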
# zVAD death inh: blocks zVAD induced death of L929 cells | viability rescue, % at 10 µM | L929 zVAD necroptosis rescue, ATP luminescence, 24 h; with zVAD 60 µM | hit rate 0.38% among 220,000;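 active = activation, scaled between plate controls, above about 75%, limit read from the data; inactive = activation under that limit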;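 note: 0% = zVAD with DMSO and 100% = DMSO alone without zVAD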
# Numbers without * were called inactive; . = no result given; & = joins results of further samples. Some of the compounds tested. The share of hits here may be higher or lower than overall.
SMILES,Runt-SMMHC FRET,TNF necrop inh,PERK inhibitor,Runt-CBFb FRET,RBBP9 inhibitor,Hck Nef HTS,EP2 antag,EP2 modulator,zVAD death inh
O=C(Nc1nnc(-c2ccc(Cl)cc2)o1)C1CCCCC1,-1,3.3,.,0,.,28,8,3,-0.3
CCN(CC)C(C(=O)NC1CCCCC1)c1ccc(C)cc1 (stereo not drawn),4,1.6,-0.1,-2,2,15,14,4,0.1
Cc1ccc(-c2csc3ncnc(-n4nnc5ccccc54)c23)cc1C,1,0.6,-0.2,-4,0,2,5,52,0.1
Cc1ccc(-c2noc(-c3c(C)noc3C)n2)cc1,1,1.6,0.0,1,-8,26,4,12,0.5
Cc1c(C(=O)OCc2ccccc2)[nH]c2c1C(=O)CC(c1ccco1)C2 (stereo not drawn),25,-17,0.4,42,3,10,8,12,-0.4
CNc1cc(C)nc(N2CCOCC2)n1,2,0.7,-0.3,1,-5,-3,5,-3,-0.1
CCn1c(SCC(=O)Nc2ccc(OC)cc2OC)nc2nc3c(cc2c1=O)COC(C)(C)C3,-2,-2.7,0.9,-3,-3,12,12,-12,0.2
Cn1nccc1C(=O)N1CCN(c2ncccn2)CC1,0,0.0,0.1,0,2,-19,3,-12,0.3
FC(F)(F)Oc1ccc(NC(=S)NCc2ccccc2)cc1,2,0.8,0.5,-1,-4,1,13,3,0.2
CC(c1nc2ccccc2c(=O)[nH]1)N1CCOCC1 (stereo not drawn),-3,0.1,2.4,0,-2,2,8,17,0.1
CC1CCN(C(=O)CSc2nc3ccccc3[nH]2)CC1,0,0.3,0.0,-1,-5,-7,4,-6,-0.5
O=C(CCN1C(=O)COc2ccccc21)N1CCN(c2ccccn2)CC1,-3,-0.8,-1.1,1,-4,0,3,12,-0.3
O=C(O)c1c(C(=O)N2N=C3/C(=C/c4ccccc4)CCCC3C2c2ccccc2)cccc1[N+](=O)[O-] (stereo not drawn),-3,1.5,0.9,2,-7,4,2,17,3.0
COc1cc(/C=C/C(=O)OCC(=O)Nc2ccc(S(N)(=O)=O)cc2)ccc1O,5,3.3,0.0,3,-6,-31,9,1,0.5
COc1ccc(Cl)cc1C(=O)NNC(=O)CCNC(C)=O,-4,-0.3,1.1,1,-2,-1,6,4,2.0
CN(Cc1cccs1)C(=O)CSc1nc2ccccc2[nH]1,0,0.7,0.3,-1,-4,-1,3,-33,0.5
O=c1c2c(nc3c(-c4cccc5ccccc45)c[nH]n13)CCC2,-5,-3.1,1.4,2,-4,1,16,-45,0.0
CC(=O)N1CCN(c2ccccc2NC(=O)COc2ccc(Cl)cc2Cl)CC1,-2,-0.3,-0.5,-3,0,-5,15,-11,.
CCc1ccc(OCC(=O)N/N=C(\C)c2ccc(-n3ccnc3)cc2)cc1,1,1.4,0.4,-3,-11,2,4,5,1.3
CC(=O)c1ccc(-n2c(CCC(=O)O)ccc2-c2cccs2)cc1,18,-0.9,-0.2,20,-14,1,6,13,-0.1
O=C(CN1CCN(C2CCCCC2)CC1)Nc1cccc2ccccc12,1,1.5,0.3,0,3,27,11&-5,-7&30,0.9
COc1cc2cc(C)nc(Cc3cccc4ccccc34)c2cc1OC,-1,3.5,-0.2,-5,-26,4,9,42,-1.1
COc1ccc(-n2c(SCC(=O)C(C)(C)C)nc3ccsc3c2=O)cc1,-4,1.1,1.4,-2,1,28,8,9,1.1
O=C1C(c2ccccc2)SC(=Nc2ccccc2)N1S(=O)(=O)c1ccccc1 (stereo not drawn),-2,-0.5,0.7,5,-1,3,16,10,-0.1
Cc1cc(C)nc(SCC(=O)NN=C2CCCC2)n1,-2,2.0,0.3,.,-8,17,9,14,2.0

# Sorted by the number under Runt-CBFb FRET (descending): some entries from above.
SMILES,Runt-CBFb FRET
CNc1cc(C)nc(N2CCOCC2)n1,1
CC(c1nc2ccccc2c(=O)[nH]1)N1CCOCC1 (stereo not drawn),0
FC(F)(F)Oc1ccc(NC(=S)NCc2ccccc2)cc1,-1

# The main list resumes with the two entries that preceded the break.
SMILES,Runt-SMMHC FRET,TNF necrop inh,PERK inhibitor,Runt-CBFb FRET,RBBP9 inhibitor,Hck Nef HTS,EP2 antag,EP2 modulator,zVAD death inh
O=C1C(c2ccccc2)SC(=Nc2ccccc2)N1S(=O)(=O)c1ccccc1 (stereo not drawn),-2,-0.5,0.7,5,-1,3,16,10,-0.1
Cc1cc(C)nc(SCC(=O)NN=C2CCCC2)n1,-2,2.0,0.3,.,-8,17,9,14,2.0
O=C(CC(Nc1ccc(F)cc1)C(=O)OCC(=O)c1cccs1)c1ccccc1 (stereo not drawn),10,1.2,0.3,24,-2,-1,7,8,0.3
CCS(=O)(=O)N1CCC(C(=O)N2CCc3ccccc3C2)CC1,4,0.3,-0.3,-2,-4,-3,.,-1,1.8
COc1ccc(S(=O)(=O)N2CCCOC2CNC(=O)C(=O)NCCCn2ccnc2)cc1OC (stereo not drawn),0,0.4,1.0,-1,-1,22,3,18,3.2
Cn1c(N)c(C(=O)COC(=O)CNS(=O)(=O)c2cccc(Cl)c2)c(=O)n(C)c1=O,4,2.9,1.5,2,-8,-6,5,8,0.2
O=C1c2ccccc2NC2CCCCCN12 (stereo not drawn),-1,-1.2,1.6,-2,-9,2,13,2,1.4
CSc1nc(N)n2nc(-c3ccc(Cl)cc3)cc2n1,-3,-5.7,1.9,2,-5,17,8,9,0.0
O=C(CCn1c(=S)[nH]c2ccccc2c1=O)NCCc1ccc(Cl)cc1,2,1.6,0.5,3,1,21,4,-40,0.7
O=C(CCCc1ccccc1)NCc1cn2ccsc2n1,-2,1.5,0.2,0,-6,2,8,-6,1.6
Cc1cc(C)c(S(=O)(=O)Nc2cccc(/C=C/C(=O)O)c2)c(C)c1,-3,1.8,1.4,-1,-10,2,5,-73,1.1
Cc1nonc1NC(=O)CSc1nnc(-c2ccoc2C)n1CC(C)C,-2,-0.6,-1.1,2,-8,0,22,-3,0.2
COc1ccc2nc(NC(=O)c3cccc(OCc4c(C)noc4C)c3)sc2c1,-6,-11,-0.3,-9,1,4,.,-4,-0.1
CCOC(=O)C1=C(N)n2c(s/c(=C/c3ccco3)c2=O)=C(C(=O)OC)C1c1ccco1 (stereo not drawn),23,-14,0.3,35,-2,4,17,17,1.1
CCOC(=O)C1CCCN(c2c(NCCN(C)Cc3ccccc3)c(=O)c2=O)C1 (stereo not drawn),-1,0.6,0.0,-1,-5,3,11,7,0.7
O=C(NCc1ccco1)c1ccc(=O)oc1,2,0.1,-0.1,0,-10,-2,12,7,-0.5
O=C(COc1ccccc1Cl)NCc1ccncc1,3,1.7,0.7,-2,0,-6,9,25,2.9
O=C(Cn1[nH]c(=O)c2ccccc2c1=O)OCC(=O)N(Cc1ccccc1)Cc1ccccc1,1,-0.3,-0.8,-2,-10,-21,12,-1,0.7
O=C(Nc1cccc(Cl)c1)Nc1nnc(CSCCOc2ccc(Cl)cc2)s1,1,-4.0,-0.1,1,-6,9,13,-76,3.0
CCC(CC)NC(=O)Nc1ccc(F)c(Cl)c1,-5,3.0,2.0,-1,2,3,8,-61,1.1
CCC1(C)Cc2c(sc3nc4n(c(=O)c23)CCCS4)CO1 (stereo not drawn),.,3.6,0.9,.,5,15,26,.,0.3
CCCCN(C(=O)c1ccc(S(=O)(=O)N(C)C)cc1)c1ccccc1,0,2.0,0.6,0,-3,26,5,-5,-0.9
O=C(NNC(=S)NC(=O)c1cccnc1)c1ccc(F)cc1,0,3.0,2.1,10,-7,-28,7,11,0.0
CCCCC1OC23CCCCC2C(C#N)(C#N)C1(C#N)C(=N)O3 (stereo not drawn),81,-2.9,0.8,24,-5,3,4,30,0.5
CCN1/C(=C/C=C/c2oc3ccc(-c4ccccc4)cc3[n+]2CC)Oc2ccc(-c3ccccc3)cc21,-266,-17,0.7,-58,10,-14,7,-69,-4.9
COC(=O)c1ccc2c(=O)[nH]c(CCl)nc2c1,1,2.2,0.6,2,5,14,8,11,0.5
Cc1cc(C(=O)NCC(c2ccco2)N(C)C)no1 (stereo not drawn),2,-1.9,-0.3,-2,-1,-5,1,71*,0.2

# The list continues:
SMILES,Runt-SMMHC FRET,TNF necrop inh,PERK inhibitor,Runt-CBFb FRET,RBBP9 inhibitor,Hck Nef HTS,EP2 antag,EP2 modulator,zVAD death inh
Fc1ccc(-c2ccnc3nc(N4CCN(c5ccccc5)CC4)nn23)cc1,-10,-4.0,-0.1,-10,-1,-1,1,0,1.3
CC1=CC(=C(C#N)c2nc3ccccc3s2)C=C(C)N1c1ccc(F)cc1,-167,4.3,0.0,-171,-2,0,10,13,1.4
O=C(N[C@@H](Cc1c[nH]c2ccccc12)C(=O)O)c1ccc(Cl)cc1,1,-0.6,1.6,2,1,20,6,8,0.9
N#Cc1c2ccc(OCC(N)=O)cc2n2ccccc12,86*,-0.4,-0.4,20,-9,-60,11,-20,2.5
COCCOC(=O)C1=C(C)NC(=O)NC1c1cn(-c2ccccc2)nc1-c1cccs1 (stereo not drawn),1,-4.3,-0.8,-1,-9,2,14,16,0.0
O=C(OCC(=O)N1CCCc2ccccc21)c1cccc(S(=O)(=O)N2CCc3ccccc32)c1,3,1.1,0.6,2,1,1,7,9,0.7
CN(C)S(=O)(=O)c1ccc(NC(=O)c2cccnc2)cc1,-2,2.3,0.9,1,-6,3,8,0,0.0
CCn1cc(NC(=O)CCl)c(C)n1,0,7.9,0.0,0,-7,-20,2,10,1.7
COCCn1c(SCC(=O)N2CCc3ccccc32)nc2c(c1=O)SC(C)C2 (stereo not drawn),-1,-1.1,.,-3,.,24,10,12,0.6
O=C(OC(C(=O)NCc1cccs1)c1ccccn1)c1cccs1 (stereo not drawn),-4,-0.7,-0.1,3,-6,-22,.,-3,-0.4
CCOC(=O)C1CCCN(C(=O)c2cccc(S(=O)(=O)N3CCOCC3)c2)C1 (stereo not drawn),1,0.0,0.8,1,-11,-1,9,1,1.0
COc1ccc(C2C3=C(Nc4ncnn42)c2ccccc2CCC3)cc1 (stereo not drawn),2,-1.4,-0.6,-2,-4,0,13,.,0.6
Cc1cc2c(c(N3CCOCC3)n1)C(=O)OC2,-4,0.2,2.8,2,-8,-1,13,-4,-0.6
O=C1NC(=O)C2C1C(c1ccc([N+](=O)[O-])cc1)=NN2Cc1ccccc1 (stereo not drawn),-209,-0.6,-0.3,-84,0,1,7,-73,0.4
Fc1cccc(Cl)c1CNn1cn[nH]c1=S,3,0.9,1.6,7,-1,-1,4,3,0.5
COc1ccc(C(=O)N/C(=C\c2ccc3c(c2)OCO3)C(=O)Nc2cccc(C(=O)O)c2)cc1,0,0.7,-0.1,0,-9,24,3,8,2.5
Oc1ccc(N=Nc2ccc3c(c2)OCO3)c2ccccc12,-1,-13,0.6,-2,5,28,4,12,1.0
C=CCNC(=S)N1CCC(C(=O)c2ccc(OC)cc2)CC1,0,-2.1,0.3,-1,-2,-2,9,1,0.0
CCOc1cc(/C=N/NC(=O)c2cccnc2)ccc1OCC(N)=O,1,-0.3,0.0,-2,-4,24,7,2,0.8
